Neddylation inh: cullin neddylation inhibition; P61081+Q13564; TR-FRET cullin neddylation, biochemical; calls only at 25 µM; 0.58% of 360,000 active; AID 651699; in the data active = inhibition above about 36%
Target sequence (P61081 whole entry, looked up): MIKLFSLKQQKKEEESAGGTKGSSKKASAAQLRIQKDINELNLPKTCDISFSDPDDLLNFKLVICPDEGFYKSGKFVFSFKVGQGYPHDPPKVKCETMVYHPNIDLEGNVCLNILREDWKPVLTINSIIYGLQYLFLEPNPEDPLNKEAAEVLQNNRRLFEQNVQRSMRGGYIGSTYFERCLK
Target sequence (Q13564 whole entry, looked up): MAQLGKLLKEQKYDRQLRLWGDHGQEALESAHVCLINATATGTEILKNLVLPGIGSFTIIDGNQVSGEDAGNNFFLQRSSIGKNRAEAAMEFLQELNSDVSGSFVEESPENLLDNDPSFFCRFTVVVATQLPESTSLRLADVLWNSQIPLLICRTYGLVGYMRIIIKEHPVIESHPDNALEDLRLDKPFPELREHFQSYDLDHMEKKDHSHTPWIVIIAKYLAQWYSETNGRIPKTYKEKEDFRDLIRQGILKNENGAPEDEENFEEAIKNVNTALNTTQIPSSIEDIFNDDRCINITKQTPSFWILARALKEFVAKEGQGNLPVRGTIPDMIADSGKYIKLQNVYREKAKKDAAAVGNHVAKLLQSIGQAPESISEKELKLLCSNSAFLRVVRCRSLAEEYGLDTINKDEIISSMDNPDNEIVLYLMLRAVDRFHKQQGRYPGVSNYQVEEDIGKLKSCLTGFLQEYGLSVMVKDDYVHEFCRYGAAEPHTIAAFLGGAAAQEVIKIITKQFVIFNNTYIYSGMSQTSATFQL
MT1-MMP act inh: inhibitors of human MT1-MMP activation; P50281; HT1080 RFP-PRO-GFP cells, GFP/RFP ratio fluorescence, overnight; percent of plate control window, DMSO zero; GFP/RFP ratio change, % at 20 µM; 0.061% of 360,000 active;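 active = GFP/RFP ratio change of at least 30% with cell ATP level not reduced by more than half and red fluorescence within 50% of control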; note: strong numbers were not always called active
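Compound: 20 µM single dose, 1% DMSO / System: HT1080 RFP-PRO-GFP cells / Controls: DMSO and RFP-L50D-GFP cell wells / Read-out basis: GFP/RFP fluorescence ratio / Schedule: overnight compound exposure at 37 °C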
PABP1 MLLE inh: blocks PAM2 peptide binding to the PABP1 MLLE domain; P11940; AID 588489; 0.36% of 360,000 active; GST-MLLE / FITC-PAM2 fluorescence polarization; inhibition, % at 20 µM; in the data active = inhibition above about 35%, passing the limit was not always enough;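 note: plate controls were DMSO wells with GST-MLLE for no effect and wells lacking GST-MLLE protein for full effect; some results filed as inactive read as strong as hits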
Rin1 Abl inh: inhibitors of human Rin1-Abl protein interaction; TR-FRET Rin1/Abl binding, biochemical; inhibition, % at 7.35 µM; 0.4% of 360,000 active; AID 588664; in the data active = inhibition above about 5%, passing the limit was not always enough
FAS-TE inh: inhibitors of human fatty acid synthase thioesterase domain | recombinant FAS-TE, OMFH fluorogenic substrate, fluorescence endpoint | inhibition, % at 15 µM | 0.67% of 360,000 active | AID 602261;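 active = compounds whose normalised, plate-corrected inhibition of enzyme fluorescence in the single-dose primary screen is 50% or more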;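 note: 0% = DMSO with enzyme and 100% = substrate without enzyme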
Rpn11 inh: Rpn11 (human) deubiquitinase inhibition; O00487; 0.59% of 360,000 active; calls only at 20 µM; human 26S proteasome, Ub4-pepOG fluorescence polarization; 20S core pre-blocked with epoxomicin;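 active = inhibition at 20 µM, scaled to each plate's controls, above about 33%, limit read from the data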
SKN-1 block: C. elegans SKN-1 inhibition; C. elegans VP596 Pgst-4::GFP/RFP ratio, acrylamide-induced, 24 h; AID 624304; 0.49% of 360,000 active; inhibition, % at 21.8 µM;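 active = interference check ratio from 0.5 to 1.5 plus GFP to RFP signal ratio inhibition reaching or exceeding a fixed threshold, cut at about 30% in these data, passing the limit was not always enough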; note: some compounds called inactive have numbers as strong as hits
NadD block: blocks S. aureus nicotinate mononucleotide adenylyltransferase. purified NadD enzyme, colorimetric absorbance read-out. inhibition, % at 20 µM. 0.78% of 360,000 active; in the data active = inhibition above about 26%; note: some compounds past the cut are filed as inactive
CSN deneddyl inh: blocks human CSN-mediated cullin deneddylation; 0.38% of 360,000 active; Purified CSN, SCF-Nedd8-OG deneddylation, fluorescence polarization; inhibition, % at 12.5 µM; AID 651999;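 active = pattern-corrected inhibition above about 35%, with an unprinted fluorescence ratio check between 0.5 and 1.5, limit read from the data, passing the limit was not always enough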;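 note: 0% = enzyme with substrate and 100% = substrate without enzyme; some results filed as inactive read as strong as hits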
Target sequence (Q92905 whole entry, looked up, one chain of several): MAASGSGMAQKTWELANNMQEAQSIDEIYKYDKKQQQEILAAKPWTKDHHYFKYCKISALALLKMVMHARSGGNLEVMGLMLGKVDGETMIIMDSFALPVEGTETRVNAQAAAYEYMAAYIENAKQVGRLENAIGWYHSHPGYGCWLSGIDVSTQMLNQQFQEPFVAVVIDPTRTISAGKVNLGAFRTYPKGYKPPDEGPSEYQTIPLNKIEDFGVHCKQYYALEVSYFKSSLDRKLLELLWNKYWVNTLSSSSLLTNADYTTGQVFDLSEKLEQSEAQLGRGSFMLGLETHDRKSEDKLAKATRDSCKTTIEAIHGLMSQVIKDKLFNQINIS
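Detection – fluorescence polarization · System – HEK293T-derived human Csn5 enzyme · Controls – substrate-only high control, full reaction low control · Timing – 90 min, room temperature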
Numbers without * were called inactive; i = inactive.

SMILES	Neddylation inh	MT1-MMP act inh	PABP1 MLLE inh	Rin1 Abl inh	FAS-TE inh	Rpn11 inh	SKN-1 block	NadD block	CSN deneddyl inh
Cc1cc(C)cc(NC(=O)COC(=O)COc2cccc3c2OC(C)(C)C3)c1	i	-1	9	0	-3	i	-7	-7	-4
COc1ccccc1CNC(=O)COC(=O)c1c(C)nn(-c2ccccc2)c1Cl	i	-2	7	1	12	i	-3	-11	3
Cc1nc2ccccc2n1CC(O)c1ccccc1 (stereo not drawn)	i	-2	7	3	6	i	0	-7	4
Cc1cc(C)c(NC(=O)c2ccc(S(=O)(=O)N3CCOCC3)cc2)c(C)c1	i	1	-7	2	-4	i	10	-3	-4
Cc1ccc(C(=O)OCC(=O)NCc2cccs2)c(C)c1	i	6	-4	0	-3	i	6	-3	1
CCOC(=O)c1cccc(NC(=O)CN(c2ccc(OC)cc2)S(=O)(=O)c2c(C)noc2C)c1	i	5	-4	-2	18	i	18	-3	3
CCNC(=O)COc1cccc2ccccc12	i	1	6	-2	-8	i	20	-5	-2
COc1cccc2c1OC1(C)CC2NC(=O)N1Cc1ccccc1 (stereo not drawn)	i	-5	-4	2	-2	i	14	4	-2
CCC1CCCCN1CCCNC(=O)Cn1cnc2sc(C)c(S(=O)(=O)N3CCC(C)CC3)c2c1=O (stereo not drawn)	i	2	6	-1	-3	i	4	-8	-1
OCCC1CN(Cc2cccn2-c2nccs2)CCN1CCc1ccccc1 (stereo not drawn)	i	-2	0	1	-4	i	-1	-10	1
CCC1(CC)NC(=O)N(CC(=O)OCC(=O)Nc2ncc(Cl)cc2Cl)C1=O	i	-2	-1	-2	-7	i	16	1	-1
CC(C)NC(=O)NC(=O)COC(=O)c1cccc(S(=O)(=O)N2CCCCC2)c1	i	1	11	5	5	i	-8	-7	1
Cc1ccc(C)c(NC(=O)CSc2nnc(-c3ccccc3C)o2)c1	i	4	5	-1	5	i	-13	-7	-3
CC1CCc2c(C(=O)Nc3nccs3)csc2C1 (stereo not drawn)	i	-8	-8	-3	1	i	37*	-1	3
CC(=O)n1nc(-c2ccc(C)cc2)nc1NCc1ccc(F)cc1	i	4	-17	-2	25	i	7	1	4

Some of the entries above, set out differently.
| SMILES | Neddylation inh | MT1-MMP act inh | PABP1 MLLE inh | Rin1 Abl inh | FAS-TE inh | Rpn11 inh | SKN-1 block | NadD block | CSN deneddyl inh |
| --- | --- | --- | --- | --- | --- | --- | --- | --- | --- |
| Cc1cc(C)cc(NC(=O)COC(=O)COc2cccc3c2OC(C)(C)C3)c1 | i | -1 | 9 | 0 | -3 | i | -7 | -7 | -4 |
| CC1CCc2c(C(=O)Nc3nccs3)csc2C1 (stereo not drawn) | i | -8 | -8 | -3 | 1 | i | 37* | -1 | 3 |
| CCC1CCCCN1CCCNC(=O)Cn1cnc2sc(C)c(S(=O)(=O)N3CCC(C)CC3)c2c1=O (stereo not drawn) | i | 2 | 6 | -1 | -3 | i | 4 | -8 | -1 |
| COc1ccccc1CNC(=O)COC(=O)c1c(C)nn(-c2ccccc2)c1Cl | i | -2 | 7 | 1 | 12 | i | -3 | -11 | 3 |
| CC(C)NC(=O)NC(=O)COC(=O)c1cccc(S(=O)(=O)N2CCCCC2)c1 | i | 1 | 11 | 5 | 5 | i | -8 | -7 | 1 |
| Cc1ccc(C)c(NC(=O)CSc2nnc(-c3ccccc3C)o2)c1 | i | 4 | 5 | -1 | 5 | i | -13 | -7 | -3 |

Marked active in SKN-1 block (from the list above):
Structure | Neddylation inh | MT1-MMP act inh | PABP1 MLLE inh | Rin1 Abl inh | Rpn11 inh | SKN-1 block | NadD block | CSN deneddyl inh
CC1CCc2c(C(=O)Nc3nccs3)csc2C1 (stereo not drawn) | i | -8 | -8 | -3 | i | 37* | -1 | 3

The list goes on.
SMILES	Neddylation inh	MT1-MMP act inh	PABP1 MLLE inh	Rin1 Abl inh	FAS-TE inh	Rpn11 inh	SKN-1 block	NadD block	CSN deneddyl inh
CC(C(=O)Nc1ccc(F)cc1Cl)N1CCN(S(=O)(=O)c2cccs2)CC1 (stereo not drawn)	i	-6	4	0	24	i	13	-6	0
COc1ccc([C@H](C)NC[C@H](O)c2ccc(O)c(NC=O)c2)cc1	i	0	2	-5	-8	i	-6	1	2
Cc1ccc(S(=O)(=O)N(CC(=O)N/N=C/c2cccc3c2OCCO3)c2ccccc2F)cc1	i	3	-10	2	35	i	-17	21	3
C=CCn1c(CSc2ccccc2[N+](=O)[O-])n[nH]c1=S	i	-4	-6	-1	-2	i	16	9	3
CC1=C(C(=O)N2CCOCC2)CC(CC(=O)NCc2ccco2)C(=O)N1Cc1ccc(C(C)(C)C)cc1 (stereo not drawn)	i	2	-7	6	0	i	-3	-5	-1
Cc1ccc(C(=O)CCC(=O)NC2=NCCS2)cc1	i	-2	-5	5	-17	i	10	5	-6
CS(=O)(=O)c1ccc(C(=O)NC2CCOC2=O)cc1 (stereo not drawn)	i	1	-3	-4	-9	i	-8	2	-3
O=C1OCCN1C(=O)[C@H]1[C@H](c2ccc([N+](=O)[O-])cc2)C(c2ccccc2)=NN1c1ccc(Br)cc1	i	-3	5	-2	90*	i	-8	22	-2
Nc1cc(C(=O)OCC(=O)N2CCCC2)ccc1Cl	i	14	5	2	-3	i	-8	14	-5
COc1cccc(-n2c(=O)n(Cc3ccccc3)c(=O)c3[nH]cnc32)c1C	i	4	-6	-2	-2	i	-10	-2	0
CC(=O)c1cccc(NC(=O)CN2C(=O)COc3ccc(S(=O)(=O)N4CCOCC4)cc32)c1	i	-9	9	1	-7	i	-3	1	-7
CC(=O)Nc1c(O)nc(SC/C=C/CSc2nc(O)c(NC(C)=O)c(=O)[nH]2)[nH]c1=O	i	0	19	0	-5	i	11	6	-5
CCOc1ccc(C(=O)N2CCN(c3cccc(Cl)c3)CC2)cc1	i	0	2	-4	14	i	5	-8	-1
CC(=O)c1c(C)[nH]c(C(=O)NCCc2cccc(C)c2)c1C	i	-7	-7	-2	-4	i	29	2	-5
COc1cccc(NC(=O)N2CCC(n3nnc4ccccc43)CC2)c1	i	0	-11	0	2	i	-9	-1	8
CN(C)c1ccc(C=Nc2ccc(N(C)C)cc2)cc1	i	16	9	-3	-9	i	4	2	6
COC(=O)C1=C(C)N=C2SC(C#N)=C(N)N2C1c1cc(OC)c(OC)c(OC)c1 (stereo not drawn)	i	-11	-9	0	0	i	7	7	0
Nn1c(SCC(=O)Nc2nccs2)nnc1-c1cccnc1	i	2	-15	-2	-5	i	-12	-1	1
COc1ccc(S(=O)(=O)Nc2cc(C)ccn2)cc1	i	0	-10	3	-2	i	2	-3	-3
COc1ccc(NS(=O)(=O)c2cc(NC(=O)CNC(=O)c3ccc(C)s3)ccc2Cl)cc1	i	1	-1	2	21	i	19	2	-4
CC(=O)N=C1C=CC(=CN(O)C(C)(C)Cc2ccccc2)C=C1	i	-1	12	2	-9	i	8	-2	-1
CN(CC1CCCN(CCc2cccc(C(F)(F)F)c2)C1)C(=O)c1ccc2nc[nH]c2c1 (stereo not drawn)	i	-2	-17	7	-8	i	-12	2	2
CC(=O)Nc1nc(-c2ccc(Cl)cc2)nc(C)c1C(C)=O	i	-2	-7	4	-6	i	-19	4	7
CC(=O)C1=C(O)C(=O)N(c2cccnc2)C1c1cccc([N+](=O)[O-])c1 (stereo not drawn)	i	-4	9	-3	-7	i	-6	-3	1
O=C1CCCN1CCCNC(=S)Nc1ccc(F)c(Cl)c1	i	-1	8	0	1	i	11	2	-2
CC(=O)N1CCN(C(=O)CC2OC(=O)c3ccccc32)CC1 (stereo not drawn)	i	0	25	-1	-1	i	-23	-5	-2
COc1ccc(S(=O)(=O)NCc2cccnc2)c2ccccc12	i	-4	0	-6	-3	i	8	5	6
CC(C)c1ccccc1OCCCCN1CCCCC1	i	-3	-7	2	-6	i	-4	-8	-6
Cc1cc(C)n2nc(C(=O)Nc3cc(S(=O)(=O)N4CCCCC4)ccc3C)nc2n1	i	2	-2	5	-2	i	4	-2	2
CCCCCOCC1CC(C/C(C)=N/Nc2nc(-c3ccccc3)cs2)C(=O)O1 (stereo not drawn)	i	2	4	-3	-3	i	0	22	2
COc1cc(/C=C(\C(=O)O)c2ccc(S(=O)(=O)N3CCCC3)s2)ccc1OCCC(C)C	i	-9	-12	2	4	i	4	11	-4
CC1CCC(NC(=O)c2cc(Cl)nc3ccccc23)CC1 (stereo not drawn)	i	-1	-5	3	0	i	0	-8	-1
CCc1ccc(OCC(=O)Nc2ccc(N3CCN(S(C)(=O)=O)CC3)cc2)cc1	i	2	9	-1	-8	i	7	6	-4
COc1cccc(C(=O)CC(C#N)c2ccc(F)cc2)c1 (stereo not drawn)	i	-4	-13	2	9	i	1	-10	0
COc1ccccc1-c1cc(C(F)(F)F)nc(N2CCCCC2)n1	i	0	1	2	12	i	3	4	-1
COc1ccccc1OCC(=O)n1cc(C(=O)c2cc(Cl)cc(Cl)c2O)cn1	i	5	-3	0	-13	i	14	-1	-3
Cc1ccccc1NC1=C(Cl)C(=O)OC1OC(=O)c1ccccc1C (stereo not drawn)	i	-8	19	3	44	i	-3	-7	-1
Cc1cc(C(=O)N2CCN(S(=O)(=O)c3ccccc3F)CC2)c(C)o1	i	-1	7	4	-5	i	11	3	-1
CCOC(=O)N1CCC(NC(=O)c2cc3sccc3n2CC)CC1	i	8	5	-1	-1	i	-2	-5	-2
O=C(c1ccc2c(=O)n(Cc3ccccc3Cl)c(=S)[nH]c2c1)N1CCCC1	i	2	-118	-2	0	i	-1	5	2
Cc1ccccc1OCC(=O)Nc1ccc2[nH]ncc2c1	i	-2	-8	0	-12	i	-1	-4	0
O=C1C(Cc2cccc([N+](=O)[O-])c2)SC(=Nc2ccccc2)N1c1ccccc1 (stereo not drawn)	i	-5	2	2	22	i	8	-5	-4
CS(=O)(=O)N1CCN(C(=O)c2ccc3c(c2)OCCO3)CC1	i	-3	4	0	-5	i	4	-8	0
CCn1c(CNc2nc(-c3ccccc3)cs2)nnc1SCC(=O)NCc1ccco1	i	0	-6	-1	6	i	-8	15	3
O=c1cc(N2CCCCC2)c2ccccc2o1	i	-1	-6	-2	0	i	28	-2	-2
CN1/C(=C\C(=O)C[n+]2ccc3ccccc3c2)C(C)(C)c2ccccc21	i	-25	-14	-3	-7	i	2	-3	3
CCOC(=O)N/N=C(C)/C=C/c1ccco1	i	1	18	0	-5	i	6	-1	-1
OCC1(CCc2ccccc2)CCN(Cc2cc(F)ccc2-n2cccn2)CC1	i	1	2	1	0	i	4	-4	1
CCC(=O)N1CCc2cc(Br)cc(S(=O)(=O)CCC(=O)NCCOC)c21	i	-2	7	1	2	i	-1	-3	-6
CC(OC(=O)c1ccc(CN2CCCC2=O)cc1)C(=O)Nc1ccc(Cl)cc1 (stereo not drawn)	i	3	-6	1	-1	i	10	-2	-4
O=C(CCN(CCO)Cc1ccccc1)Nc1ccc(Br)cc1	i	3	-6	-2	5	i	7	0	-1
CCC(Oc1ccccc1)C(=O)N(C)CC(=O)N(CC(C)C)c1c(N)n(CC(C)C)c(=O)[nH]c1=O (stereo not drawn)	i	-5	-10	0	-8	i	-15	1	1
COc1ccccc1N1C(=O)c2cccc3c(C(=O)O)ccc(c23)C1=O	i	4	-21	-2	-4	i	14	1	2
O=C(CC1CCS(=O)(=O)C1)NC1CCCCC1 (stereo not drawn)	i	2	-6	-1	-8	i	16	-1	-5
O=c1cc(CSc2nnc(NC3CCCCC3)s2)nc2sccn12	i	2	0	3	-8	i	5	-1	4
CCOc1ccccc1NC(=O)Cn1nnc(C(=O)Nc2ccccc2Cl)c1N	i	1	6	-3	2	i	-19	-10	6
COc1ccc(CC(=O)Nc2ccc(/C(C)=N/NC(=O)c3ccc(OC)cc3OC)cc2)cc1	i	2	-23	0	-3	i	4	7	1
